Screening results: PubChem BioAssay, National Center for Advancing Translational Sciences (NCATS)
D1 potentiator = potentiators of human D1 dopamine receptor; P21728; HEK293 TREx D1 cells, calcium flux, dopamine EC20 potentiation; potentiation, % at 10 µM; 360,000 compounds, 0.036% hits; AID 504651; in the data active = potentiation above about 30%; note: 0% is about no effect
D1 ag = human D1 receptor agonism; 360,000 compounds, 1% hits; HEK293 T-REx D1 cells, calcium flux, agonist mode; activation, % at 2 µM; note: 0% is about no effect
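Inducible HEK293 T-REx D1 cells, force-coupled to calcium signalling, were plated at 4000 cells/well with tetracycline and held overnight at 30 C. After no-wash calcium dye loading, compound-evoked calcium rise over 180 s flagged agonists.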
TRHR agonist = agonists of human TRH receptor; P34981; TRHR cells, calcium flux fluo-8, FDSS agonist mode; activation, % at 2 µM; 360,000 compounds, 0.18% hits; AID 493084; note: 0% is about no effect
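TRHR-expressing cells, plated overnight in medium with 10% serum, were loaded with fluo-8 calcium dye at room temperature. After a 10 s baseline, library compound was pin-added and calcium release was recorded kinetically (ex 480/em 530) as agonist response.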
D2 antagonist = antagonists of human D2 dopamine receptor; P14416; HEK293 TREx D2 cells, calcium flux, dopamine EC80; inhibition, % at 10 µM; 340,000 compounds, 2% hits; AID 485344; in the data active = inhibition above about 30%; note: 0% is about no effect
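Tetracycline-induced HEK293 T-REx cells expressing D2 force-coupled to calcium signalling were dye-loaded, exposed to compound for 180 s, then challenged with an EC80 of dopamine; calcium flux was followed kinetically for a further 180 s.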
D1 antagonist = antagonists of human D1 dopamine receptor | HEK293 TREx D1 cells, calcium flux, dopamine EC80; hits give low values | activity change, negative = inhibition, % at 10 µM | 360,000 compounds, 3.2% hits; in the data active = activity change below about -30%; note: % is set by controls: 0 for no effect and ±100 for the full control effect
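Kinetic fluorescence of a calcium dye serves as the read-out. D1-expressing Hek293 Trex cells, induced overnight at 30 C, are exposed to compound for 180 s before an EC80 dopamine addition, then read 180 s further.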
D2 agonist = D2 dopamine receptor (human) agonism; AID 485358; P14416; 340,000 compounds, 0.53% hits; activation, % at 2 µM; HEK293 T-REx D2 cells, calcium flux agonist mode;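 active = activation over 3 SD above normal in the single-dose calcium agonist read, cut at about 30% in these data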; note: 0% is about no effect
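Tetracycline-induced HEK293 T-REx cells with force-coupled D2 receptor, plated overnight at 30 C, loaded with no-wash calcium dye. After a 10 s baseline, compound was pin-added and calcium flux read kinetically for 180 s; calcium rises flagged agonists.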
D2 PAM = positively modulates the human D2 dopamine receptor allosterically | P14416 | HEK293 T-REx D2, calcium flux, EC20 dopamine potentiation | potentiation, % at 10 µM | 340,000 compounds, 0.34% hits | AID 485347;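 active = potentiation over 3 SD above the plate norm, cut at about 30% in these data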; note: 0% is about no effect
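Primary screen. Calcium kinetics in induced HEK293 T-REx D2 cells: compound pre-addition 180 s, EC20 dopamine, 180 s more.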
RXFP1 antagonist = blocks the human relaxin receptor RXFP1 | HEK293-RXFP1, relaxin-stimulated cAMP HTRF, 30 min; hits give low values | activity change, negative = inhibition, % at 57.5 µM | 350,000 compounds, 0.59% hits | AID 1259400;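 active = activity change of -60% or lower, but not beyond a set lower limit; inconclusive = change between -60% and -40%, or beyond the set limit; inactive = change above -40%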; note: % is set by controls: 0 for no effect and ±100 for the full control effect
Target sequence (Q9HBX9 whole entry, looked up): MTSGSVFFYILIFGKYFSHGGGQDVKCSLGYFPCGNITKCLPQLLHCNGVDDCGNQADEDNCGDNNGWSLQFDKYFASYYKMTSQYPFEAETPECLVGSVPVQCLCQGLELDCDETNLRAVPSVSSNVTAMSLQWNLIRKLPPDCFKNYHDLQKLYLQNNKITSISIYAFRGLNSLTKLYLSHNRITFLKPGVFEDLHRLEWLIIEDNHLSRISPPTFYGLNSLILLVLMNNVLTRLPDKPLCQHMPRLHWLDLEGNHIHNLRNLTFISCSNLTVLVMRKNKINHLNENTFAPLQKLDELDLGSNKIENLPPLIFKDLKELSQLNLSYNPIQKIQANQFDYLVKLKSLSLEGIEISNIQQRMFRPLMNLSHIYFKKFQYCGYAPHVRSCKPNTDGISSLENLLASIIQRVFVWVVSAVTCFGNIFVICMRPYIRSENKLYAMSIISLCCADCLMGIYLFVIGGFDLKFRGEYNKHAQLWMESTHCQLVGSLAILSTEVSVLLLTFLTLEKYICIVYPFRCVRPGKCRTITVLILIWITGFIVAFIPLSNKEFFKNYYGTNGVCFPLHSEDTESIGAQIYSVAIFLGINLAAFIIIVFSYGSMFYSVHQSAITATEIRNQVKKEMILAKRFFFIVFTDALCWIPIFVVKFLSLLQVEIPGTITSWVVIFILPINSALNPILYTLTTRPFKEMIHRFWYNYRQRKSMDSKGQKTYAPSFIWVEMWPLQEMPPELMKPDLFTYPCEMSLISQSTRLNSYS
TRHR PAM = allosterically enhances the human TRH receptor; P34981; TRHR cells, fluo-8 calcium fluorescence, EC20 TRH enhancement; enhancement, % at 2 µM; 360,000 compounds, 0.66% hits; AID 493056; in the data active = enhancement above about 30%; note: 0% is about no effect
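TRHR-expressing cells loaded with fluo-8 calcium dye were read kinetically (ex 480/em 530) during compound addition, then stimulated with an EC20 of TRH (10 nM final). Enhancement of the Gq-mediated intracellular calcium response was scored.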
An asterisk follows results filed as active; ? = inconclusive; . = not tested or not shown; & = joins results of further samples; ! = not active in a repeat. Cut-off read from the data, not from the text of the source, unless noted: active = activation above about 30%; inactive = the rest.

SMILES	D1 potentiator	D1 ag	TRHR agonist	D2 antagonist	D1 antagonist	D2 agonist	D2 PAM	RXFP1 antagonist	TRHR PAM
Cc1ccc(P(=O)(CC(=O)O)c2ccc(C)cc2)cc1	1	3	0.9	5	-7	0.4	18	5	3
COc1ccc(C(C(=O)NCC2CCCO2)N(C(=O)Cn2nnc3ccccc32)c2ccc(NC(C)=O)cc2)c(OC)c1 (stereo not drawn)	-7	18	0.6	23	-67*	0.5	-6	-6	0
O=C(NCc1ccc2c(c1)OCO2)c1ccc(C2SCC(=O)N2Cc2ccco2)cc1 (stereo not drawn)	-4	7	-0.4	-28	-14	0.1	3	-37	0
CC1CCc2c(sc(NC(=O)/C=C/c3cccs3)c2C(=O)O)C1 (stereo not drawn)	-5	0	0.0	-7	-5	-0.6	-11	-7	1
CC1CC(C)CN(CCCNC(=O)CCC(=O)N2CCOc3ccccc32)C1 (stereo not drawn)	0	2	0.3	-5	-9	0.9	-13	8	2
Cc1c(=O)n(OCc2ccccn2)c2ccccc2[n+]1[O-]	-4	0	-0.7	3	7	1.0	3	2	-2
CNc1oc(-c2ccc(C)cc2)nc1P(=O)(c1ccccc1)c1ccccc1	13	0	-0.1	-23	2	0.0	-18	-33	-6
Cc1cc2ccccn2c1C(=O)c1cccc(S(=O)(=O)N2CCOCC2)c1	7	21	-1.4	-3	-6	1.2	3	9	1
CCOC(=O)N1CCC2(CC1)C(C#N)=C(N)Oc1c2sc2nc(C)cc(C)c12	2	1	-0.8	8	-2	0.7	-19	8	-14
CCC1(C)Cc2ccccc2-c2nc(NN)[nH]c(=O)c21 (stereo not drawn)	-2	6	-1.3	-8	35	-1.6	6	-5	2
Cc1nn(-c2ccc(Cl)c(Cl)c2Cl)c(=O)c2ccccc12	-4	1	-0.8	0	-10	-1.1	8	-26	1
COC(=O)c1scc(C)c1N/N=C(\C)c1ccc(F)cc1F	0	3	0.7	4	-12	-1.6	-2	-5	2
CCCc1cc(=O)[nH]c(SCc2cccnc2)n1	-4	1	-0.2	-4	-2	0.2	5	.	-1
COc1ccc(C(=O)Nn2cnnc2)cc1	-4	3	-0.9	-4	4	-0.5	5	0	-1
O=S(=O)(c1ccc(F)c(Cl)c1)N1CCCC1	-3	2	-1.5	3	19	-0.8	9	-1	-1
S=C(NCC1CCCCC1)Nc1cccnc1	-4	2	-0.1	-12	9	-0.9	-8	.	7
O=C(O)c1ccc(CNC(=O)C23CC4CC(CC(C4)C2)C3)cc1	-6	2	0.0	5	-4	-1.0	7	-1	0
COCCNC(=O)/C(C#N)=C/c1ccc(N2CCOCC2)o1	-1	26	11	-12	-4	13	0	-4	-2
COc1ccc(NC(=O)CSc2nc3c(c(-c4cccs4)c2C#N)CN(C)CC3)cc1OC	0	7	4.0	-12	32	2.4	-3	0	1
CCOc1ccc(C(=O)N/N=C/c2c(C)[nH]c(=O)[nH]c2=O)cc1	10	2	-0.1	-3	1	0.5	4	.	3
COc1ccc(C2C3=C(CCCC3=O)Nc3ccc4ncccc4c32)cc1OC (stereo not drawn)	-3	1	2.5	-1	15	-0.4	7	2	4
O=Cc1ccc(OCc2ccc3c(c2)OCO3)cc1	8	4	26	-13	-15	-1.8	16	0	-1
Cc1cc([N+](=O)[O-])ccc1NC(=O)CCC(=O)N1CCCC1	-4	1	0.1	3	-24	-0.3	-2	-4	-2
S=c1[nH]nc(Cc2ccc(Cl)cc2)o1	-1	1	0.0	2	-16	0.6	-5	-23	2

Of the compounds above, four contain a halogen:
SMILES	D1 potentiator	D1 ag	TRHR agonist	D2 antagonist	D1 antagonist	D2 agonist	D2 PAM	RXFP1 antagonist	TRHR PAM
Cc1nn(-c2ccc(Cl)c(Cl)c2Cl)c(=O)c2ccccc12	-4	1	-0.8	0	-10	-1.1	8	-26	1
COC(=O)c1scc(C)c1N/N=C(\C)c1ccc(F)cc1F	0	3	0.7	4	-12	-1.6	-2	-5	2
O=S(=O)(c1ccc(F)c(Cl)c1)N1CCCC1	-3	2	-1.5	3	19	-0.8	9	-1	-1
S=c1[nH]nc(Cc2ccc(Cl)cc2)o1	-1	1	0.0	2	-16	0.6	-5	-23	2

Further results follow.
SMILES	D1 potentiator	D1 ag	TRHR agonist	D2 antagonist	D1 antagonist	D2 agonist	D2 PAM	RXFP1 antagonist	TRHR PAM
COc1ccccc1C1(O)C(=O)Nc2ccccc21 (stereo not drawn)	-8	4	0.0	9	-2	1.3	-3	-14	-7
Cc1ccc2c(Cl)cc(Cl)c(OCc3c(C)noc3C)c2n1	-2	2	-1.3	20	-3	-0.3	-2	0	7
COc1ccc(Cl)cc1-c1nc(N)nc(N(C)C)n1	-5	1	-0.1	.	-4	.	.	-5	1
C#CCOc1ccccc1CNc1ccccc1	-6	2	-0.4	1	-23	-1.1	-6	-4	2
Cc1ccc(C)c(OCC(=O)Nc2ccccc2C(=O)N2CCN(C)CC2)c1	-2	1	-0.1	-13	5	0.5	6	-7	-2
COc1cccc(/C(O)=C2/C(=O)C(=O)N(CCCN3CCOCC3)C2c2ccncc2)c1 (stereo not drawn)	-2	0	-0.1	.	-6	.	.	27	-6
Cc1ccc(OCCNC(=O)c2ccc(C)cc2)cc1	-2	1	0.1	-5	-11	0.8	-16	-7	2
CCOC(=O)c1cn(Cc2cccc(C)c2)nn1	-4	7	-1.2	-18	-15	-1.9	-4	4	0
CC(=O)NC(Cc1cccc(F)c1)C(=O)NC1CCN(c2ncccc2[N+](=O)[O-])CC1 (stereo not drawn)	-4	0	1.5	-18	0	0.7	-3	4	-2
CC(C)N1CCc2c(sc(NC(=O)c3ccc(S(=O)(=O)N(C)C4CCCCC4)cc3)c2C(N)=O)C1	-1	66*	23	.	-15	2.2	8	4	0
COc1ccc(C(=O)Cn2nnc(-c3ccccc3NC(=O)C3CCCCC3)n2)cc1	4	16	4.3	2	-5	1.0	3	-2	8
COC(=O)c1ccccc1NC(=O)C1CCCN(c2nnc(-n3cccc3)s2)C1 (stereo not drawn)	2	0	0.0	3	15	-1.6	-1	-1	-1
CC(OC(=O)c1cc2sccc2n1C)C(=O)NCc1ccc(F)cc1 (stereo not drawn)	0	1	-1.9	-3	3	-2.8	-4	-14	-2
COC(=O)c1nnn(CC(=O)NC(=O)Nc2ccccc2F)c1C(=O)OC	-6&0	5&8	0.6&0.7	-8	5&-3	0.5&-0.2	7&-9	6&-9	31*!
O=C(Nc1ccc(Cl)cc1Cl)NC1CCCC1	-15	4	0.1	-6	-20	-1.7	3	3	-6
CCOC(=O)c1ccccc1NC(=O)Cn1c(=O)n(Cc2nc(C)no2)c(=O)c2ccccc21	-1	4	0.2	.	0	0.1	0	-20	1
O=c1c2ccccc2oc2cc(-c3ccc(CN4CCOCC4)cc3)ccc12	-5	3	-0.6	-11	.	-0.4	6	.	-7
Cc1ccc(C(CC(=O)Nc2cc(C)cc(C)c2)N2Cc3ccccc3C2=O)cc1 (stereo not drawn)	-3	3	0.0	.	-3	.	1	.	-3
CC(=O)c1c(O)c2ccccc2n(C2CCCCC2)c1=O	1	0	0.8	4	2	0.7	-2	13	3
Cn1nnc2cc(C(=O)NCCC3=CCCCC3)ccc21	-8	1	0.9	2	-9	0.1	-9	0	2
S=c1[nH]nc(COc2ccccc2)n1-c1ccccc1	2	-1	-0.3	.	-9	.	.	-4	0
Cc1ccccc1OCC(=O)OCC(=O)c1ccc(OC(=O)c2ccccc2)cc1	-4	24	4.9	4	-14	3.5	8	-16	7
COCCCNC(=O)c1ccc2c(=O)n(Cc3ccc4c(c3)OCO4)c(=S)[nH]c2c1	-7	2	0.1	-4	-5	-0.1	8	-8	0
Cc1ccc(C(C(=O)NC2CCCC2)N(C(=O)c2csnn2)C2CC2)cc1 (stereo not drawn)	.	5	0.4	.	21	.	-2	?	-4
O=C(Nc1cccc2[nH]ncc12)NS(=O)(=O)c1ccccc1	-3	0	1.1	12	23	0.9	-6	-8	-6
Cc1cccn2c(=O)c(C=C(C#N)C#N)c(N3CCN(C)CC3)nc12	-3	6	0.3	-10	22	0.8	9	7	9
CCCn1c(SCC(=O)Nc2nc(C)c(C(=O)OC)s2)nnc1C(C)C	3	1	0.0	6	2	-0.9	-11	-4	-7
COc1ccc(-c2nnn(CC(=O)N(Cc3ccccc3Cl)C(C(=O)NCC3CCCO3)c3ccco3)n2)cc1 (stereo not drawn)	1	1	0.3	3	-18	0.3	-6	-5	-2
C=CCc1ccc(OCCCNCc2ccccc2)c(OC)c1	-10	6	0.2	62*	-13	0.3	-31	-12	3
CC(=O)N[C@@H](Cc1ccc(OC(F)(F)F)cc1)C(=O)O	-5	3	1.0	2	-4	0.1	-1	2	1
COc1ccc(C(C(=O)NC2CCCC2)N(C(=O)c2ccco2)c2cc3c(cc2C(C)=O)OCO3)cc1 (stereo not drawn)	4	2	1.0	15	2	1.5	-1	3	23
Cc1cccc2sc(NC(=O)CN3C(=O)NC4(CCCC4)C3=O)nc12	2	2	0.4	-8	-15	-0.6	10	-6	-4
CCc1ccc(C(C)NC(=O)c2ccncc2)cc1 (stereo not drawn)	-3	14	0.2	2	-9	-0.8	1	4	4
Cc1nnc(NC(=O)c2cccc(S(=O)(=O)N(C)c3cccc(Cl)c3)c2)s1	-6	1	-1.4	3	11	-0.1	-10	-1	-8
COc1cc(OC)cc(C(=O)NCCCCCCNC(=O)c2cc(OC)cc(OC)c2)c1	-7	4	2.3	-4	3	.	-8	4	2
O=C(COc1ccc(S(=O)(=O)Nc2ccccc2)cc1)NCc1cccnc1	-8	3	0.2	4	-1	0.3	-9	.	-3
O=C(CN(CC1CCCO1)C(=O)CNS(=O)(=O)c1ccccc1)NCc1ccc(F)cc1 (stereo not drawn)	-4	1	1.4	4	2	1.2	-8	-6	15
CC1CCN(S(=O)(=O)c2cc(C(=O)NCc3ccc(N(C)C)cc3)n(C)c2)CC1	-3	-1	-0.6	.	-6	-1.5	-2	.	-4
CCc1c(C)c(C#N)c2nc3ccccc3n2c1Cl	-1	0	0.2	-4	-5	3.8	2	.	2
O=C(CSCc1ccc(Br)cc1)NC1CC1	-8	2	-1.6	7	-5	-1.7	2	2	-3

Complete entries, quoted from the list.
Listed for `O=C(CSCc1ccc(Br)cc1)NC1CC1` = D1 potentiator: -8; D1 ag: 2; TRHR agonist: -1.6; D2 antagonist: 7; D1 antagonist: -5; D2 agonist: -1.7; D2 PAM: 2; RXFP1 antagonist: 2; TRHR PAM: -3
Listed for `O=C(CN(CC1CCCO1)C(=O)CNS(=O)(=O)c1ccccc1)NCc1ccc(F)cc1` (stereo not drawn) = D1 potentiator: -4; D1 ag: 1; TRHR agonist: 1.4; D2 antagonist: 4; D1 antagonist: 2; D2 agonist: 1.2; D2 PAM: -8; RXFP1 antagonist: -6; TRHR PAM: 15
